Screening data as filed in PubChem BioAssay.
TTR transcr act = activators of transthyretin transcription; SH-SY5Y TTR promoter Gaussia luciferase, luminescence; 100% = recombinant luciferase protein wells; activation, % at 16.7 µM; hit rate 1.3% among 92,000; AID 1117267;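 active = activation above the mean of all tested compounds plus 3 SD, cut at about 9.5% in these data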;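 also: cells exposed to compounds for one day before reading; 0% = median of all test compound wells on the plate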
Starred values were filed as active, the others as inactive. An excerpt; count on the stated rates, not on these rows.

How did CC12C(=O)N(Cc3ccccc3)C(=O)C1C1C=CC2C1 (stereo unspecified) do in these assays?
TTR transcr act: -0.2

What do the screens show for `C=CCn1cc(C(=O)NCc2ccc(Cl)cc2)c(=O)c2cc(S(=O)(=O)N(CC)CC)ccc21`?
TTR transcr act: -0.8

What do the screens show for `CCOCc1cn(CC(=O)c2ccc(Cl)cc2)c(C)nc1=N`?
TTR transcr act: -0.5

How did CCOc1ccc(C(=O)Nc2ccc(NC(=O)c3ccco3)c(Cl)c2)cc1Cl do in these assays?
TTR transcr act: -1.8

How did COc1ccccc1C(=O)NCCC(=O)N1CCN(c2ccccc2Cl)CC1 do in these assays?
TTR transcr act: 2.7

How did Cc1nn(-c2ccccc2)c(N2CCCC2)c1/C=N/NC(=O)C1CC1 do in these assays?
TTR transcr act: -0.3

How did Cc1sc2ncnc(N3CCC(C(=O)NNC(=O)c4ccccc4Cl)CC3)c2c1C do in these assays?
TTR transcr act: -3.0

How did CCOC(=O)c1ccc(N2C(=O)CC(N3CC(C)OC(C)C3)C2=O)cc1 (stereo unspecified) do in these assays?
TTR transcr act: 0.3

How did COc1ccc(/C=N/NC(=O)C2(O)c3ccccc3-c3ccccc32)cc1 do in these assays?
TTR transcr act: 2.4

What do the screens show for `Cc1cccc(C)c1OCC(=O)N1CCc2ccccc2C1`?
TTR transcr act: 1.0

How did O=C1C2C3C=CC(C3)C2C(=O)N1CCCO (stereo unspecified) do in these assays?
TTR transcr act: 0.5

What do the screens show for `CCCCCCSc1ccc(-c2nc3ccc(Cl)cn3c2NCc2ccccc2)cc1`?
TTR transcr act: -1.8

An excerpt from above in order of molecular weight, smallest number first:
How did O=C1C2C3C=CC(C3)C2C(=O)N1CCCO (stereo unspecified) do in these assays?
TTR transcr act: 0.5

What do the screens show for `Cc1cccc(C)c1OCC(=O)N1CCc2ccccc2C1`?
TTR transcr act: 1.0

How did CCOc1ccc(C(=O)Nc2ccc(NC(=O)c3ccco3)c(Cl)c2)cc1Cl do in these assays?
TTR transcr act: -1.8

New compounds follow
Results for CCCCN=C(Nc1ccc(Cl)cc1)c1cccnc1 ?
TTR transcr act: -0.7

Results for Cc1noc(C)c1CSc1nnc(-c2ccccc2)n1N ?
TTR transcr act: 3.5

How did COCCNC(=O)c1ccc(N2CC3CC(C2)c2cccc(=O)n2C3)c(NC(=O)c2cc(OC)cc(OC)c2)c1 (stereo unspecified) do in these assays?
TTR transcr act: 0.0

Results for Cc1ccc(C)c(NC(=O)C(=O)NCc2ccccn2)c1 ?
TTR transcr act: 0.2

How did Cc1onc(-c2ccccc2)c1-c1ccnc(N)n1 do in these assays?
TTR transcr act: 2.6

How did O=C(O)c1ccc(CSc2ccccn2)cc1 do in these assays?
TTR transcr act: -0.2

Results for Cc1ccccc1CN1CCC(C(=O)Nc2ccc(Oc3cccnc3)cc2)CC1 ?
TTR transcr act: -2.3

How did CCNc1nc(NCC)nc(SCCOc2ccc(C)cc2)n1 do in these assays?
TTR transcr act: -0.2

Results for O=C(CN1C(=O)CC(c2ccccc2)=Nc2ccccc21)NC1CCCCC1 ?
TTR transcr act: 0.1

Results for Cc1cccc(NC(=O)CSc2nc(C3CC3)nc3ccccc23)c1 ?
TTR transcr act: -2.4

How did O=C1c2ccccc2C(=O)N1N=Cc1ccc2c(c1)OCO2 do in these assays?
TTR transcr act: -0.3

How did COc1cc(CC(=O)NCCc2ccc(S(N)(=O)=O)cc2)cc(OC)c1OC do in these assays?
TTR transcr act: -1.9

Results for CC(=O)c1ccc(NC(=O)C2C3CCC(C3)C2C(=O)O)cc1 (stereo unspecified) ?
TTR transcr act: 2.8

How did COc1ccc(NC(=O)c2ccc3c(SCC(=O)O)c4c(nc3c2)CCCC4)c(OC)c1 do in these assays?
TTR transcr act: -2.0

Results for Cc1ccc(S(=O)(=O)N2C(N)=C(C(=O)NCc3ccc(Br)cc3)C(c3ccc(Cl)cc3)C2C(=O)c2ccccc2)cc1 (stereo unspecified) ?
TTR transcr act: 0.0

Results for C=CC[N+](C)(C)C/C(Cl)=C(\Cl)c1ccccc1 ?
TTR transcr act: -3.2

What do the screens show for `O=C(NCC1CCCO1)C1CCC(=O)N1Cc1ccc(F)cc1` (stereo unspecified)?
TTR transcr act: 1.9

How did COc1ccc(Cn2nnnc2C(c2cccs2)N2CCOCC2)cc1 (stereo unspecified) do in these assays?
TTR transcr act: -3.5

How did Cc1ccc(C)c(NC(=O)CCN2CCC(C)CC2)c1 do in these assays?
TTR transcr act: -0.1

Results for COc1ccc2c(c1)CCc1c(C(=O)NCCc3ccc(OC)c(OC)c3)noc1-2 ?
TTR transcr act: -1.3

Results for O=C(CNC(=S)N(Cc1ccccc1)Cc1ccccc1F)NCc1ccccc1 ?
TTR transcr act: -1.4

Results for COc1ccc(S(N)(=O)=O)cc1C(=O)OCC(=O)N1c2ccccc2NC(=O)C1(C)C ?
TTR transcr act: 1.4

What do the screens show for `COc1ccc(/C=C(\C#N)C(=O)OCC(=O)Nc2ccc(C(C)(C)C)cc2)cc1`?
TTR transcr act: 9.5

What do the screens show for `O=C(Nc1ccc(Cl)cc1)Nc1csc([N+](=O)[O-])c1`?
TTR transcr act: -6.8

A section from the list above, for reference:
How did COc1ccc(Cn2nnnc2C(c2cccs2)N2CCOCC2)cc1 (stereo unspecified) do in these assays?
TTR transcr act: -3.5

How did Cc1ccc(C)c(NC(=O)CCN2CCC(C)CC2)c1 do in these assays?
TTR transcr act: -0.1

Further compounds:
How did COc1ccc(-c2cc(-c3ccc(O)cc3)nc(N)c2C#N)cc1 do in these assays?
TTR transcr act: -1.3

Results for O=[N+]([O-])c1ccc(OCC(O)CNCCNc2nccc(C(F)(F)F)n2)cc1 (stereo unspecified) ?
TTR transcr act: 1.7

What do the screens show for `C/C=C/c1ccc([C@H]2[C@@H](CN(CC(C)C)S(=O)(=O)c3ccccc3[N+](=O)[O-])N(C(=O)Nc3cccc(OC)c3)[C@H]2CO)cc1`?
TTR transcr act: 0.0

Results for O=C(C1=C(O)C(=O)N(c2ncccn2)C1c1ccc(F)cc1)c1ccco1 (stereo unspecified) ?
TTR transcr act: 1.4

How did CC(C)CCc1noc(CN2CCN(c3ccc(Cl)cn3)CC2)n1 do in these assays?
TTR transcr act: 1.2

How did O=C(CCc1nc(-c2ccccc2)no1)NCC1CCCO1 (stereo unspecified) do in these assays?
TTR transcr act: 4.4

What do the screens show for `O=C1C2C3C=CC(CC3)C2C(=O)N1c1ccc([N+](=O)[O-])cc1` (stereo unspecified)?
TTR transcr act: -1.1

Results for O=C(c1cccs1)N1CCN(S(=O)(=O)c2ccccc2)CC1 ?
TTR transcr act: 1.8

How did COc1ccc(NC(=O)c2ccc([N+](=O)[O-])s2)c([N+](=O)[O-])c1 do in these assays?
TTR transcr act: 3.6

How did COc1ccc(S(=O)(=O)NCC(=O)N(CC(=O)NCc2ccco2)Cc2ccccc2)cc1 do in these assays?
TTR transcr act: 0.2

Results for Cc1ccc(N2C(=O)C3CC3C2=O)cc1 (stereo unspecified) ?
TTR transcr act: -1.6

How did CN(C(=O)c1ccc(NC(=O)Cc2cccc(NC(=O)C3CCCN(C(=O)CCc4ccccc4)C3)c2)cc1)C1CC1 (stereo unspecified) do in these assays?
TTR transcr act: 1.3

Results for O=C(COC(=O)CCN1C(=O)c2cccc([N+](=O)[O-])c2C1=O)NCc1ccccc1 ?
TTR transcr act: 0.3

Results for O=C(NC1CCCCCC1)C(=S)NCc1ccccc1 ?
TTR transcr act: -1.8

Results for CC1=NN(C(=O)CCc2ccccc2)C(c2ccccc2)C1 (stereo unspecified) ?
TTR transcr act: -1.5

What do the screens show for `O=C(NCCCCl)C1CC(=O)N(CCc2ccc(F)cc2)C1` (stereo unspecified)?
TTR transcr act: -0.2

How did CCC1c2ccc(C)n2CCN1C(=O)Nc1ccc(F)cc1 (stereo unspecified) do in these assays?
TTR transcr act: -1.0

Results for CSc1nc2c(cnn2-c2ccc(C)c(C)c2)c(=O)[nH]1 ?
TTR transcr act: 0.6

What do the screens show for `O=c1cc(-c2ccc(O)c(O)c2)oc2cc(O)c([C@@H]3O[C@H](CO)[C@@H](O)[C@H](O)[C@H]3O)c(O)c12`?
TTR transcr act: -1.1

Results for c1ccc2c(c1)[nH]c1c(NCC3CCCO3)ncnc12 (stereo unspecified) ?
TTR transcr act: -5.2

How did CCC(CO)Oc1cc(NCc2ccccc2)c2ncn(C3CCCC3)c2c1 (stereo unspecified) do in these assays?
TTR transcr act: -1.9

Results for COc1ccc(NC(=O)CSc2nc3[nH]ncc3c(=O)n2-c2ccccc2OC)cc1OC ?
TTR transcr act: 0.0

What do the screens show for `CC(C)OCCCn1c(=O)c2ccccc2n2c(CCC(=O)NCc3ccccn3)nnc12`?
TTR transcr act: -3.1

How did CC(=O)c1cc(-c2ccccc2)n(CC(=O)Nc2ccc(C)c(C)c2)c1C do in these assays?
TTR transcr act: -1.2

How did COc1cc(OC)cc(C(C)c2ccc(-c3ccccc3)cc2)c1 (stereo unspecified) do in these assays?
TTR transcr act: -0.4

How did COc1cc2cc(CN(CCO)S(=O)(=O)c3ccccc3Cl)c(=O)[nH]c2cc1OC do in these assays?
TTR transcr act: -1.1

Results for Cc1cccc(CNS(=O)(=O)c2ccc(-c3ccc(=O)[nH]n3)s2)c1 ?
TTR transcr act: 0.1

Results for CCCCC(=O)Nc1nnc(S(=O)(=O)N2CCCc3ccccc32)s1 ?
TTR transcr act: 0.5

How did COc1ccc(C(NC(=O)C2CCCCC2)c2c(O)ccc3ccccc23)cc1 (stereo unspecified) do in these assays?
TTR transcr act: -1.2

How did COC(=O)c1cc(S(=O)(=O)NC2CCC(C)CC2)cn1C (stereo unspecified) do in these assays?
TTR transcr act: -0.3

Results for COCC(=O)N(Cc1ccc(OC)cc1)Cc1nc2ccccc2c(=O)[nH]1 ?
TTR transcr act: -0.6

Results for CCCN1CNC(=S)N(CCc2ccccc2)C1 ?
TTR transcr act: 4.0

What do the screens show for `COC(=O)Cc1ccc(NC(=O)C(c2ccccc2)c2ccccc2)cc1`?
TTR transcr act: -1.5

Results for CCCS(=O)(=O)c1c(S(=O)(=O)CCC)c2c3ccccc3ccn2c1C(N)=O ?
TTR transcr act: 1.3

Results for CC1CCC(NC(=O)c2[nH]c(C(F)(F)F)nc2-c2ccccc2)CC1 (stereo unspecified) ?
TTR transcr act: 0.9

How did Cc1cc(C)c(OCCCCCNCCO)c(C)c1 do in these assays?
TTR transcr act: -0.7

What do the screens show for `CN(c1ccccc1)S(=O)(=O)c1ccc(C(=O)Nc2nnc(-c3ccco3)o2)cc1`?
TTR transcr act: -0.6

How did COc1ccc(C(CNC(=O)COc2ccc(Br)cc2F)N2CCCC2)cc1 (stereo unspecified) do in these assays?
TTR transcr act: 0.2

How did CC(C)(C)C(=O)N(CCN(C(=O)C(C)(C)C)c1ccccc1)c1ccccc1 do in these assays?
TTR transcr act: -0.3

Results for CSc1nsc(SC)c1NC(=O)OCc1ccccc1 ?
TTR transcr act: 1.8

What do the screens show for `COC(=O)c1ccc(-c2noc(CN3CCCCC3c3nccn3C)n2)cc1` (stereo unspecified)?
TTR transcr act: -1.0

How did O=C(OCC(=O)N1CCCC1)c1ccc(NS(=O)(=O)c2cccs2)cc1O do in these assays?
TTR transcr act: 0.8

How did COC(=O)c1ccc(Cl)c(NC(=O)CN2CCN(C)CC2)c1 do in these assays?
TTR transcr act: -2.4

What do the screens show for `CC(c1ccccc1)n1c(S(=O)(=O)O)nc2ccccc21` (stereo unspecified)?
TTR transcr act: 0.4

What do the screens show for `O=C(Cc1ccccc1)Nc1ccc(Br)c(Cl)c1`?
TTR transcr act: 1.2

How did COc1ccc(-c2nn(Cc3ccccc3)cc2C(=O)N2CCN(c3ncccn3)CC2)cc1OC do in these assays?
TTR transcr act: -0.4

Results for CC(=O)NC(=S)Nc1ccc(NC(=S)NC(=O)c2cccs2)cc1 ?
TTR transcr act: -1.9

Results for OC1(c2ccccc2)CN(c2ccccc2)C2=[N+]1CCS2 (stereo unspecified) ?
TTR transcr act: -0.6

The list goes on; it opens with the 4 that closed the last part.
What do the screens show for `O=C(Cc1ccccc1)Nc1ccc(Br)c(Cl)c1`?
TTR transcr act: 1.2

How did COc1ccc(-c2nn(Cc3ccccc3)cc2C(=O)N2CCN(c3ncccn3)CC2)cc1OC do in these assays?
TTR transcr act: -0.4

Results for CC(=O)NC(=S)Nc1ccc(NC(=S)NC(=O)c2cccs2)cc1 ?
TTR transcr act: -1.9

Results for OC1(c2ccccc2)CN(c2ccccc2)C2=[N+]1CCS2 (stereo unspecified) ?
TTR transcr act: -0.6

How did Cc1cccc(C)c1NC(=O)C(c1ccccc1)N1CCN(c2ccc(C(F)(F)F)cn2)CC1 (stereo unspecified) do in these assays?
TTR transcr act: -1.2

What do the screens show for `O=C(CSc1nnc(-c2ccc(F)cc2)c2ccccc12)Nc1cccc(Cl)c1`?
TTR transcr act: 9.6

What do the screens show for `O=C(CSc1ccccc1)NC1CCCCCCC1`?
TTR transcr act: -0.1

What do the screens show for `CCOC(=O)c1c(C)n(C)c2c(C)cc(O)c(OC(=O)CC)c12`?
TTR transcr act: 1.2

Results for COC(=O)[C@]1(C)N[C@H](CN(C)C(=O)COc2ccccc2)[C@@H]2C(=O)N(C)C(=O)[C@@H]21 ?
TTR transcr act: 0.4

Results for CCCSc1nnc(CNC(=O)C23CC4CC(CC(C4)C2)C3)n1Cc1ccccc1 ?
TTR transcr act: -2.3

How did COc1ccccc1CN(C)C(=O)C1COc2ccccc2O1 (stereo unspecified) do in these assays?
TTR transcr act: 4.9

How did Cc1c(NC(=O)c2cccc(NC(=O)Cc3ccc(Cl)cc3)c2)c(=O)n(-c2ccccc2)n1C do in these assays?
TTR transcr act: 1.4
